Screening data deposited in PubChem BioAssay by several laboratories.
DNA FID counter: displaces DNA intercalator in HCV helicase counter-screen. actives 0.17% (n = 290,000). inhibition, % at 7.9 µM. DNA fluorescent intercalator displacement, fluorescence; in the data active = inhibition above about 37%;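 note: 0% = vehicle and 100% = reference compound; higher means more ethidium bromide displaced from hairpin DNA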
V1R ag counter: V1a receptor agonism, counter-screen for OXTR agonists | CHO-V1R cells, Fluo-8 calcium fluorescence, agonist mode; 0% DMSO, 100% 3 nM vasopressin | activation, % at 3 µM | actives 0.25% (n = 320,000) | AID 2797;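 active = activation above the mean activation of all tested compounds plus 3 SD, per screening run, cut at about 20% in these data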;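 note: signal is peak over basal fluorescence ratio across a 100 second FLIPR read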
VIM-2 inh: blocks Pseudomonas aeruginosa VIM-2 metallo-beta-lactamase; purified VIM-2, nitrocefin hydrolysis, epi-absorbance fluorescence; AID 1527; inhibition, % at 5.6 µM; actives 0.89% (n = 290,000);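 active = inhibition above the mean of all tested compounds plus 3 SD, cutoff set per screening run, cut at about 7.5% in these data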;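 note: red hydrolysis product quenches plate fluorescence so inhibitors raise well fluorescence; 0% = enzyme with DMSO and 100% = DMSO without enzyme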
GPR7 antag: human neuropeptides B/W receptor 1 antagonism | P48145 | GPR7-expressing cells, fluorescence antagonist assay | inhibition, % at 4.4 µM | actives 1.1% (n = 290,000) | AID 1861; in the data active = inhibition above about 16%, passing the limit was not always enough;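 note: cells stimulated with the agonist NPW; 0% = agonist with vehicle and 100% = vehicle without agonist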
Target sequence (P48145 whole entry, looked up): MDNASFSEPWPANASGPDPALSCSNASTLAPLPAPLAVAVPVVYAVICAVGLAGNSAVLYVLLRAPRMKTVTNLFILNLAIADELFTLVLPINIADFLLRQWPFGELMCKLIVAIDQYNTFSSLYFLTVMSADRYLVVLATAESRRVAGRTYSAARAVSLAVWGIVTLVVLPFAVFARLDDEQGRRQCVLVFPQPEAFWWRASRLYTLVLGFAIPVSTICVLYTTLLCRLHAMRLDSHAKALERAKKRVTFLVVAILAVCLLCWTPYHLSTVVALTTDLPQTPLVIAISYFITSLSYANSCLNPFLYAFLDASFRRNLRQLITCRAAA
OXTR agonist: human OXTR agonism | P30559 | CHO-OTR cells, Fluo-8 calcium fluorescence; normalized: DMSO 0%, oxytocin 100% | activation, % at 3 µM | actives 0.32% (n = 320,000) | AID 2435;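 active = activation above the mean of all tested compounds plus 3 SD, cutoff set per screening run, cut at about 20% in these data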;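 note: peak over basal fluorescence ratio from a 100 s FLIPR kinetic read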
GalR3 antagonist: human GalR3 antagonism; O60755; HEK293 GalR3-CNG cAMP membrane potential fluorescence; galR3 body fused to GalR1 C-terminus; inhibition, % at 3 µM; actives 0.44% (n = 360,000); AID 651719;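 active = inhibition above the screen-wide average plus 3 SD, cut at about 13% in these data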;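 note: forskolin and galanin both at EC90 stimulate the cells; cAMP rise reported by CNG channel membrane potential dye signal; 0% = forskolin plus galanin with DMSO and 100% = forskolin alone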
Target sequence (O60755 1-299 limits assumed): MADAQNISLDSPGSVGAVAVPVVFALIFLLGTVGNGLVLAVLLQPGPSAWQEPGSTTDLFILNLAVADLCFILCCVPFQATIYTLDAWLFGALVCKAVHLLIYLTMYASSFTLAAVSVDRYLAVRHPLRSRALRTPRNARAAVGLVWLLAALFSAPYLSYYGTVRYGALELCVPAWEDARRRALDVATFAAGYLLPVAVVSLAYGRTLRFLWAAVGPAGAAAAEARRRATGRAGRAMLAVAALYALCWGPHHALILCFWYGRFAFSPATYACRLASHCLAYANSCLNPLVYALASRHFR
IMP-1 inh: blocks Pseudomonas aeruginosa IMP-1 metallo-beta-lactamase; inhibition, % at 5.6 µM; AID 1556; actives 0.45% (n = 290,000); purified IMP-1, nitrocefin hydrolysis, epi-absorbance fluorescence;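 active = inhibition above the mean plus 3 SD of all compounds in the same screening run, cut at about 4.5% in these data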;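 note: 0% = IMP-1 with DMSO and 100% = DMSO wells lacking enzyme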
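Material – recombinant IMP-1 enzyme, purified · Amount – IMP-1 0.2 nM before substrate addition · Medium – HEPES buffer pH 7.1 with ZnSO4 and Brij 35 · Timing – 25 °C, 15 min preincubation, 25 min reaction · Measured by – plate fluorescence quenching by hydrolysis product, ex 480/em 530 nm · Read-out – percent enzyme inhibition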
NS3 helicase inh: inhibitors of Hepatitis C virus NS3 helicase. NS3 helicase DNA unwinding, Cy5 molecular beacon fluorescence. actives 0.56% (n = 290,000). inhibition, % at 10.9 µM. AID 1800;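 active = inhibition above the mean of all tested compounds plus 3 SD, set per campaign, cut at about 35% in these data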;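 note: 0% = DMSO wells and 100% = thioflavine S control wells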
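Assay system: hepatitis C virus NS3 helicase domain fragment enzyme. Also added: annealed dual-labelled DNA beacon duplex, ATP-started. Timing: 1 h reaction at 25 °C, ATP-initiated. Technique: Cy5 fluorescence at 0 and 60 min, beacon hairpin quenching. Evaluation: % inhibition of unwinding. Replication: one well per compound.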
PHOSPHO1 inh: PHOSPHO1 (human) inhibition; recombinant PHOSPHO1, absorbance phosphatase assay; actives 1.1% (n = 290,000); inhibition, % at 13.3 µM; Q8TCT1; in the data active = inhibition above about 60%
Target sequence (Q8TCT1 whole entry, looked up): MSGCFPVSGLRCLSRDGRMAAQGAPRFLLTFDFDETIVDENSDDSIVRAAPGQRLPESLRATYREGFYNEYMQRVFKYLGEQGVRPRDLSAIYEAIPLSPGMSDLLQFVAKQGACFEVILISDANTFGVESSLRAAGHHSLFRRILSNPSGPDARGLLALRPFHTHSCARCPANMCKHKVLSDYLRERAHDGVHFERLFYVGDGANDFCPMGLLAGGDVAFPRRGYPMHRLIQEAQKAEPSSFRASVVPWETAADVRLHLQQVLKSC
Numbers without * were called inactive; x = no result given. Not a hit list. Share with any hit: about 4.3%.

Results follow in this order: DNA FID counter	V1R ag counter	VIM-2 inh	GPR7 antag	OXTR agonist	GalR3 antagonist	IMP-1 inh	NS3 helicase inh	PHOSPHO1 inh
> C=Cn1cc[n+](CC(=O)c2ccc(Cl)cc2)c1
  7	0.2	-2.7	-9	-0.2	-5	-2.2	-9	20
> O=C(NCC1CCCO1)c1c(O)c2cccc3c2n(c1=O)CC3 (stereo unspecified)
  -5	1.2	-0.9	-18	-0.4	4	-2.3	17	-7
> CC1=Nc2cc(C(=O)N3CCCC3)ccc2Sc2ccc(C)cc21
  -50	0.8	-0.1	6	-0.6	1	-1.6	-2	2
> CCn1c(Sc2nc(C)nc3scc(-c4cccs4)c23)n[nH]c1=O
  -18	0.1	3.8	-10	0.5	2	-1.2	-4	14
> COC(=O)[C@@]1(Cc2ccc(OC)cc2)[C@@H]2[C@@H](CC(=O)[C@H]2CC(=O)C(=O)N(C)C)CN1C(=O)c1ccccc1
  -38	1.7	-1.1	-2	0.5	-4	1.7	10	8
> CCOCCCNC(=O)C(NC(=O)c1ccccn1)c1ccc(C)cc1 (stereo unspecified)
  -21	0.6	-2.6	0	-0.5	0	-3.2	2	2
> COc1ccc(-n2nc([N+](=O)[O-])c(=NCCc3ccccc3)n2O)cc1
  1	0.7	-1.0	-8	-0.4	1	-2.1	2	-17
> Cc1ccc(C=Nc2cc([N+](=O)[O-])ccc2C)s1
  -1	-0.2	-0.2	-1	-1.4	-1	-3.7	-4	-5
> COc1ccccc1N(CC(=O)NC1CCCCC1)S(C)(=O)=O
  -3	0.5	-0.3	-2	0.7	5	-2.2	5	-5
> CC(OC(=O)c1cccnc1SCc1cc(=O)n2ccccc2n1)c1ccccn1 (stereo unspecified)
  -24	3.4	-4.2	-10	4.3	-2	-2.2	11	-4
> O=C(CSc1nc2c(c(=O)n1-c1ccc(F)cc1)SCC2)NCC1CCCO1 (stereo unspecified)
  -8	-0.8	-3.9	-8	-0.6	0	1.6	3	0
> COC(=O)C(NC(=O)c1ccc(OC)cc1)(Nc1ncc(S(=O)(=O)c2ccc([N+](=O)[O-])cc2)s1)C(F)(F)F (stereo unspecified)
  -10	1.0	-2.6	8	0.2	x	-0.6	-8	-18
> Cc1c(C(=O)NN)nn(-c2ccc(Cl)cc2)c(=O)c1C#N
  -6	0.0	-1.4	-5	-0.1	1	-1.7	11	28
> O=C(NCCc1cn2ccccc2n1)c1ccc(Br)o1
  -1	0.6	-4.3	4	0.7	x	-3.8	-1	1
> COC(=O)CCCC1=CC2=CC(=O)C(C)(OC(=O)c3cccs3)C(=O)C2=CN1CCN1CCOCC1 (stereo unspecified)
  x	1.4	x	x	0.3	-3	x	x	26
> CSc1cccc(NC(=O)C2(S(=O)(=O)c3ccc(C)cc3)CC2)c1
  -10	-1.0	-1.3	-7	-0.3	1	-3.1	-5	-15
> O=C(Cn1cncn1)N/N=C/c1cccc2ccccc12
  -2	0.8	-2.5	10	0.6	-1	-1.8	-4	-15
> NC(=O)c1c(NC(=O)CSc2nc3c(c(C(F)(F)F)n2)CCc2ccccc2-3)sc2c1CCCC2
  1	0.5	0.7	-13	0.8	x	-1.2	-1	12
> O=C(O)/C=C/c1ccccc1Oc1ccccc1
  -10	1.1	-1.6	-12	1.0	x	-0.9	3	29
> CCOC(=O)Nc1sc2c(c1C#N)CCCC2
  -5	-0.2	-4.1	4	-1.9	-2	-4.1	-1	2
> O=C(NCCCn1ccnc1)c1ccc(-c2ccccc2)cc1
  -1	0.0	-1.9	-2	0.5	-8	-2.0	-10	28
> Cc1cc(N2CCCCC2)nc(SCc2ccc(C#N)cc2)n1
  -12	0.2	-1.4	-2	-1.1	0	-4.5	0	11
> COc1ccc(C(=O)NCc2nnc(SCC(=O)Nc3cccc(OC)c3)o2)cc1
  -11	1.6	-0.1	24	1.1	2	-0.1	-8	24
> COc1ccc2c(CSc3nnc(-c4cccnc4)n3-c3ccccc3F)cc(=O)oc2c1
  -24	-1.1	-1.1	-6	0.6	3	-1.6	22	-14
> O=[n+]1c2c(n([O-])c3cc(Br)ccc31)CCCC2
  -7	0.4	-1.8	-9	1.1	0	-0.6	3	-4
> OC1(c2ccc(F)cc2)CN(c2ccccc2)C2=[N+]1CCS2 (stereo unspecified)
  -12	-0.9	-3.2	-2	-2.6	3	2.7	-18	-17
> O=C(NCc1ccccc1)c1nc2c(nnn2Cc2cccc(Cl)c2)c(=O)[nH]1
  -17	-1.2	-4.6	-10	-1.6	0	-2.7	6	-12
> CCS(=O)(=O)c1ccc(O)c(NC(=O)COc2ccc(C)cc2)c1
  -9	2.9	0.2	-5	-0.2	-9	-2.8	6	-2
> Cc1cc(NC(=O)CSc2nnc(-c3ccc(S(=O)(=O)N4CCCC4)cc3)n2C)no1
  -2	0.5	-1.5	3	0.6	2	-1.6	-1	24
> O=C(CN1CCN(c2ccc(O)cc2)CC1)Nc1ccc(-c2ccccc2)cc1
  -28	0.8	1.4	1	0.6	-6	-3.2	-9	0
> Cc1ccccc1S(=O)(=O)Cc1ccc(C(=O)NCc2ccco2)o1
  -16	0.7	-2.0	-12	1.7	-8	-2.1	5	-16
> C=CCn1nnnc1SCC(=O)Nc1ccc(OC)cc1
  -7	0.1	0.7	8	0.4	0	-0.9	-4	-16
> CCN1CCN(C(c2ccc(OC)cc2)C(O)C(=O)c2c[nH]c3ccccc23)CC1 (stereo unspecified)
  6	0.2	-5.7	1	0.5	x	-3.7	-1	-6
> COc1cccc(-c2nc3sc4c(c3c(=O)[nH]2)CCCCC4)c1
  0	1.4	-2.1	-4	-0.9	2	-2.9	-13	-9
> CCc1ccc(NC2=NCC(=O)N2Cc2ccc3c(c2)OCO3)cc1
  -10	3.4	-1.5	6	1.6	-2	-1.9	-10	-3
> NC(=O)COC(=O)CCCc1c[nH]c2ccccc12
  2	3.0	-0.6	17	1.8	-6	-0.1	-5	-56
> CC(Oc1ccccc1)C(=O)N1CCN=C1SCc1ccc(F)cc1 (stereo unspecified)
  -9	0.8	-0.3	1	-1.1	-4	-1.4	0	18
> Cc1ccc(Nc2nc3ccccc3c(=O)s2)cc1
  4	-0.3	-5.5	3	-0.6	-1	-4.3	8	20
> COc1ccc(NC(=O)Cn2nnc(-c3ccccc3N)n2)cc1OC
  -1	0.9	-5.4	-9	1.8	3	-4.2	4	24
> O=C1NC2(CCCC2)C(=O)N1Cc1cc(=O)n2ccsc2n1
  -4	-0.6	-1.8	-22	-0.3	3	-1.5	12	46
> CCOC(=O)c1cc(-c2ccccc2)nc2ccc(C)cc12
  -3	-0.7	1.1	8	-1.4	2	-0.1	2	33
> Oc1ccc(Nc2nc(Cl)nc(NCc3ccco3)n2)cc1
  -11	0.6	-1.4	9	-2.2	3	-2.1	9	-7
> Cc1ccc(C(=O)C2(C)C3c4cc(Br)ccc4OC(=O)C32C(=O)c2ccco2)cc1 (stereo unspecified)
  -30	3.3	-1.3	-12	0.2	-4	-2.4	-10	30
> N#Cc1ccc(-c2csc(NC(=O)c3cc(-c4cccs4)nc4ccccc34)n2)cc1
  0	0.6	-2.5	-17	0.4	0	-4.0	4	27
> C=CCN(C(=O)c1cc(C)cc(C)c1)C1(C(=O)Nc2ccccc2)CCN(C(C)C)CC1
  13	-0.4	-1.7	2	-0.5	-8	-2.6	-12	-26

Some of these compounds in order of their number in VIM-2 inh, lowest first.
Molecule	VIM-2 inh
CCOCCCNC(=O)C(NC(=O)c1ccccn1)c1ccc(C)cc1 (stereo unspecified)	-2.6
CC(Oc1ccccc1)C(=O)N1CCN=C1SCc1ccc(F)cc1 (stereo unspecified)	-0.3
CC1=Nc2cc(C(=O)N3CCCC3)ccc2Sc2ccc(C)cc21	-0.1

Following part:
Results follow in this order: DNA FID counter	V1R ag counter	VIM-2 inh	GPR7 antag	OXTR agonist	GalR3 antagonist	IMP-1 inh	NS3 helicase inh	PHOSPHO1 inh
> c1coc(-c2nnc(SCc3nc4ccccc4[nH]3)o2)c1
  -6	3.0	-2.6	-12	2.0	x	-3.5	-10	27
> CCN(CC)CCNC(=O)/C(=N\O)c1ccccn1
  4	1.1	1.2	14	1.1	-3	-0.9	14	-3
> COc1cc(/C=C(\C#N)c2ccccn2)ccc1OCc1ccccc1
  -26	0.6	-1.7	-4	-0.8	-2	-3.4	-8	2
> CCc1ccccc1NC1=CC(=O)CC(C)(C)C1
  -3	0.2	-1.4	-11	0.7	-3	-3.2	6	-14
> O=C(Cc1cccs1)Nc1nnc(SCc2ccc(Br)cc2)s1
  -5	-0.3	-2.3	4	-1.9	3	-3.4	5	-3
> O=C(COc1ccc(Cl)cc1)Nc1ccccc1Cl
  -13	-0.4	0.4	-3	0.1	-5	0.2	-1	40
> CC(=O)Nc1cccc(C(=O)/C=C/c2ccco2)c1
  -13	-0.4	0.9	-13	-0.1	-4	1.2	14	19
> O=C(CC(C(=O)O)c1cccc(Br)c1)c1ccc(Cl)cc1 (stereo unspecified)
  -23	0.5	-0.8	-9	0.1	-8	-1.8	20	39
> CCOc1ccccc1NC(=S)/C(=C(\[O-])c1ccc2c(c1)OCCO2)[n+]1ccc(CC)cc1
  -2	0.5	-2.3	-6	0.1	-3	-2.8	-8	33
> COc1cc(C(F)(F)F)c(C(=O)N(C)c2ccc(Cl)cc2)cn1
  -25	0.4	-1.8	-9	-1.7	-2	-1.9	4	20
> CCCCSc1nc2c(c(C(F)(F)F)c1C#N)CCC2
  -2	-0.7	-4.9	-6	-1.0	-6	-3.0	2	-7
> Nn1c(SCc2cn3ccsc3n2)nnc1-c1ccncc1
  -4	1.1	-4.1	-6	-0.3	-3	-2.9	14	-7
